CD11b adhes inh: inhibitors of CD11b/CD18 adhesion to fibrinogen, primary screen, K562 cells, luminescence; AID 1497, 2009; Integrin beta-2 (Homo sapiens) + Integrin alpha-M (Homo sapiens), P05107+P11215; ATPlite luminescence; Mn2+ added to activate the integrin; 93,000 compounds, 0.54% hits; inhibition, % at 10 µM;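 active = primary inhibition of 50% or more at 10 µM, then 40% or more on retest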; note: some results filed as inactive read as strong as hits
sEH inh: soluble epoxide hydrolase inhibitors, primary screen, biochemical, human sEH; inhibition, % at 2 µM; recombinant human sEH enzymatic activity assay; 91,000 compounds, 0.34% hits; in the data active = inhibition above about 80%; note: values of inactives mirror those of a sister screen read the other way; many of its hits are not listed in these tables
Target sequence (P34913 whole entry, looked up): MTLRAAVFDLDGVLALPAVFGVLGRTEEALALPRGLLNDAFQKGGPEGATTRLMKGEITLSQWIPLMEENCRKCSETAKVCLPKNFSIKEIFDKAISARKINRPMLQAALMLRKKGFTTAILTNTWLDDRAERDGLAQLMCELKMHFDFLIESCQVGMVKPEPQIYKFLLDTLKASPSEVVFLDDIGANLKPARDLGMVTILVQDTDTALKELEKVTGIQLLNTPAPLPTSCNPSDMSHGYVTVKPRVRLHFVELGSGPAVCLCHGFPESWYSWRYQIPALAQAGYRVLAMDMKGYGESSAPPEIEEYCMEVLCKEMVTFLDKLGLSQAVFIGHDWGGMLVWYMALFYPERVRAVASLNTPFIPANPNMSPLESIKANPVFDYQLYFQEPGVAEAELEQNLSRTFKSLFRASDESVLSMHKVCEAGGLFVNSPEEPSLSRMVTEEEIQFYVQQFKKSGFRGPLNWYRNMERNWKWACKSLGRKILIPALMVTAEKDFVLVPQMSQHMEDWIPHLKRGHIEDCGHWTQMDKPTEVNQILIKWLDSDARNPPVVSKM
S1P2 blocker: human S1P2 receptor antagonists, primary screen, cell-based; Sphingosine 1-phosphate receptor 2 (Homo sapiens), O95136; cell-based S1P2 antagonist assay, inhibition at 5 uM; inhibition, % at 5 µM; 97,000 compounds, 0.21% hits; AID 736, 2007; in the data active = inhibition above about 45%;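 note: CRE beta-lactamase reporter cells expressing human S1P2 stimulated with S1P; 0% = agonist at EC80 alone and 100% = agonist plus reference antagonist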
sEH act: soluble epoxide hydrolase activators, primary screen, biochemical, human sEH. purified human sEH enzymatic activity, activator screen. activation, % at 2 µM. 91,000 compounds, 0.04% hits. AID 717, 2007; in the data active = activation above about 37%; note: values of inactives mirror those of a sister screen read the other way
E coli WT exp: growth inhibitors of wild-type E. coli, primary screen, strain BW25113, expanded library, OD600; OD600 absorbance; growth inhibition, % at 100 µM; 98,000 compounds, 0.15% hits; AID 710, 2007;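 active = growth inhibition above about 50% at one test dose, limit read from the data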;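 note: growth measured after 20 h incubation at 37 °C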
PLAP act: PLAP enzyme activators, biochemical, luminescence, HTS; Alkaline phosphatase, placental type (Homo sapiens), P05187; purified PLAP enzyme, luminescent substrate read-out; stronger effect = higher value; activation fold at 20 µM; 96,000 compounds, 1.2% hits; AID 696, 2007; in the data active = activation fold above about 2
Target sequence (P05187 whole entry, looked up): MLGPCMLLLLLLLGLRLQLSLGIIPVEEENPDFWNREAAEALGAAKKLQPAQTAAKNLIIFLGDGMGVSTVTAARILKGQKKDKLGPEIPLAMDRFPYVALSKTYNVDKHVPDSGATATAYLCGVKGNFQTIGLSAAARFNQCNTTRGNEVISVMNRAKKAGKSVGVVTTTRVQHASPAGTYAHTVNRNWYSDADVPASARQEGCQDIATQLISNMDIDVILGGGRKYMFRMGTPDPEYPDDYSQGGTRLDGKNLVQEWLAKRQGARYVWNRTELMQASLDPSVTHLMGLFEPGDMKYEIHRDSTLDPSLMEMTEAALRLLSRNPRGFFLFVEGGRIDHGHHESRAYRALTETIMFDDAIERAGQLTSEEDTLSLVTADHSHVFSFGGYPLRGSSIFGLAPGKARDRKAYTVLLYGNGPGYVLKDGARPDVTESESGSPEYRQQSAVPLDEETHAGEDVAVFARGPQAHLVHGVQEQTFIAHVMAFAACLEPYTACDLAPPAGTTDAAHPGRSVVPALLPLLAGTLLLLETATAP
PostGolgi ctrl: growth inhibition of yeast control strain, primary screen, counter-screen for post-Golgi transport modulator project; efflux-deficient yeast background strain, growth absorbance A615, 16 h; inhibition, % at 10 µM; 98,000 compounds, 5% hits
PostGolgi yeast: phenotypic screen on post-Golgi transport, primary screen | inhibition, % at 10 µM | 98,000 compounds, 0.9% hits | post-Golgi transport phenotypic cell assay;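 note: yeast cells grown in 1536-well plates; yeast grown about 18 h at 30C before absorbance read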
S1P2 ag: S1P2 receptor agonists, primary screen, cell-based; Sphingosine 1-phosphate receptor 2 (Homo sapiens), O95136; S1P2-expressing cell line, agonist reporter read-out; activation, % at 4.5 µM; 97,000 compounds, 0.46% hits; AID 729, 2007; in the data active = activation above about 16%;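 note: 0% = vehicle low control and 100% = maximal reference agonist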
Active calls of the source: *; x = no result given. Cut-off read from the data, not from the text of the source, unless noted: active = inhibition above about 30%; inactive = the rest.

SMILES | CD11b adhes inh | sEH inh | S1P2 blocker | sEH act | E coli WT exp | PLAP act | PostGolgi ctrl | PostGolgi yeast | S1P2 ag
COc1ccc(NC(=O)c2ccco2)cc1NC(=O)c1cccs1 | -28 | -1 | -8 | 3 | -3 | 0.8 | 3 | -2 | -7
CN(C1=C(N2CCCCC2)C(=O)c2ccccc2C1=O)c1ccccc1 | 20 | -5 | -11 | 3 | -19 | 0.7 | 33* | -1 | -4
Cc1c(C(=O)NCc2cccnc2)sc2nc(-c3ccc(F)cc3)cn12 | -13 | x | x | x | -7 | 1.5 | 0 | -6 | x
COc1ccc(Oc2nc(C(F)(F)F)nc3ccccc23)cc1 | 7 | 4 | -24 | -2 | 2 | 1.1 | -2 | 0 | -2
CSc1cc(-c2ccc(Cl)cc2)n(Cc2ccccc2)c(=O)c1C#N | -22 | -20 | -19 | 19 | -15 | 0.6 | -1 | -4 | -8
Cn1c(N2CCOCC2)nc2c1c(=O)n(Cc1ccc(Cl)c(Cl)c1)c(=O)n2C | -34 | 0 | -28 | 0 | -3 | 1.5 | 40* | -10 | 2
Cc1ccc(-c2noc(CCC(=O)Nc3cc(C)ccn3)n2)cc1 | -17 | 15 | 2 | -12 | -11 | 0.9 | 23 | 3 | 0
Nc1ccc[n+](Cc2ccccn2)c1 | -5 | -19 | 10 | 19 | -6 | 0.9 | 9 | 28 | -4
COC(=O)c1nc2nc(C)cc(=O)n2[nH]1 | -3 | 0 | 5 | 1 | -9 | 1.1 | 12 | -4 | -5
CC(C)C1=C2OC(N)=C(C#N)C(C#N)=C2C(C)CC1 (stereo not drawn) | 11 | x | -28 | x | -9 | 1 | 17 | 5 | -4
CCOCCCN1C(=O)CN(C2CCCCC2)C(=O)C1c1ccc(OCC)c(OC)c1 (stereo not drawn) | x | 7 | -3 | -6 | 4 | 1.4 | 0 | -4 | -7
CCOC(=O)c1ccc(NC(=O)CCc2nc(-c3ccc(C)cc3)no2)cc1 | 90 | -3 | -19 | 5 | -11 | 0.8 | 5 | 3 | -5
Cn1c(=O)oc2cc(S(=O)(=O)N3CCN(c4ccc(F)cc4)CC3)ccc21 | -34 | -11 | 15 | 10 | -4 | 1.1 | 4 | -5 | -5
CC1(C)CC(CC(=O)O)(c2ccc(F)cc2)CCO1 (stereo not drawn) | 11 | -2 | 4 | 6 | 2 | 0.9 | 5 | 0 | -5
O=C1c2ccccc2NC(c2c(Cl)cccc2Cl)N1Cc1ccccc1 (stereo not drawn) | 5 | 3 | 3 | -4 | -22 | 1.2 | 42* | 65* | -9
Cc1cccc(NC(=O)CS(=O)(=O)c2c[nH]c3ccccc23)c1C | 10 | x | 1 | x | -5 | 1.1 | 7 | 19 | -4
COc1ccc(NC(=O)Nc2ncn(Cc3cccc(C(F)(F)F)c3)n2)cc1OC | -6 | 3 | -27 | 2 | -3 | 1 | 12 | -2 | 0
Cc1ccccc1-c1ccc(=O)n(CC(=O)Nc2ccc(C(=O)N3CCCC3)cc2)n1 | -10 | 13 | -1 | -10 | -3 | 1.2 | 6 | 1 | -8
Cc1csc(NC(=O)c2ccoc2C)n1 | 0 | -11 | 11 | 10 | 2 | 1.2 | 12 | 5 | 0
Cc1cnc(NC(=O)c2cc3c(s2)CCCC3)s1 | 9 | 6 | -6 | -8 | 11 | 1.1 | -4 | -8 | -1

Just PostGolgi ctrl, sEH act and S1P2 ag, for some of the entries so far:
SMILES	PostGolgi ctrl	sEH act	S1P2 ag
COC(=O)c1nc2nc(C)cc(=O)n2[nH]1	12	1	-5
CC(C)C1=C2OC(N)=C(C#N)C(C#N)=C2C(C)CC1 (stereo not drawn)	17	x	-4
CCOCCCN1C(=O)CN(C2CCCCC2)C(=O)C1c1ccc(OCC)c(OC)c1 (stereo not drawn)	0	-6	-7
CCOC(=O)c1ccc(NC(=O)CCc2nc(-c3ccc(C)cc3)no2)cc1	5	5	-5
Cn1c(=O)oc2cc(S(=O)(=O)N3CCN(c4ccc(F)cc4)CC3)ccc21	4	10	-5

The listing picks up; the 2 compounds before the break are reprinted first.
SMILES | CD11b adhes inh | sEH inh | S1P2 blocker | sEH act | E coli WT exp | PLAP act | PostGolgi ctrl | PostGolgi yeast | S1P2 ag
Cc1csc(NC(=O)c2ccoc2C)n1 | 0 | -11 | 11 | 10 | 2 | 1.2 | 12 | 5 | 0
Cc1cnc(NC(=O)c2cc3c(s2)CCCC3)s1 | 9 | 6 | -6 | -8 | 11 | 1.1 | -4 | -8 | -1
CCn1c(SCC(=O)Nc2ccccc2N2CCOCC2)nnc1-c1ccccc1 | 5 | 1 | -10 | 2 | -2 | 1.1 | 8 | -24 | -2
C/C(=N\NC(N)=O)c1ccc(Cl)cc1 | 4 | 4 | 6 | -3 | 7 | 1.1 | 4 | -11 | -5
Cc1ccc(C(c2sc3nc(C)nn3c2O)N2CCN(C(=O)c3ccco3)CC2)cc1 (stereo not drawn) | x | 6 | -4 | -3 | x | x | x | x | -4
CCCCCCn1c(SCC(=O)c2ccccc2)nc2c1c(=O)[nH]c(=O)n2C | 18 | 0 | -5 | 0 | 0 | 1.1 | 12 | -4 | -7
COc1ccc(NCc2nnc(SCC(=O)NCc3ccco3)n2-c2ccccc2OC)cc1 | x | -6 | -25 | 6 | x | x | x | x | 1
Clc1cc(Cl)cc(Nc2ncn[nH]2)c1 | 0 | 1 | -5 | 2 | 22 | 1.3 | 5 | -8 | 0
Nc1ccc(Cc2nc3cc4ccccc4cc3[nH]2)cc1 | 2 | 0 | 11 | 4 | 21 | 1 | 19 | -4 | -9
COC(=O)c1cc(-c2c(C)oc3cc(OC)ccc3c2=O)c(C)o1 | -5 | -11 | 14 | 8 | -16 | 1.1 | -1 | 2 | -4
CCSc1cc(N2CCCC2)nc(-c2ccc(F)cc2)n1 | -2 | -1 | 12 | 3 | -2 | 1.1 | 1 | -6 | -1
COc1ccc2o/c(=N\O)c(C(=O)Nc3ccccc3OC)cc2c1 | 39 | 8 | -12 | -10 | 3 | 0.8 | 1 | 11 | -8
Cc1cccc(S(=O)(=O)C(C#N)c2nc3ccccc3nc2N2CCOCC2)c1 (stereo not drawn) | 58* | -6 | 5 | 3 | -4 | 1.1 | 25 | 0 | -3
O=[N+]([O-])/C(=C\Nc1ccccc1)S(=O)(=O)c1ccccc1 | -9 | -13 | 8 | 10 | -3 | 1.2 | 23 | -1 | -4
Cc1[nH]c2ccccc2c1C(=O)CN1CCC2(CC1)OCCO2 | -10 | 2 | 1 | -1 | 8 | 0.9 | 7 | 0 | 0
Cc1ccc(-n2c(SCC(=O)OC(C)C)nnc2-c2ccncc2)cc1 | x | 8 | 6 | -10 | -11 | x | 19 | 5 | -4
COc1ccccc1N1CCN(S(=O)(=O)c2cnc[nH]2)CC1 | -2 | 9 | -3 | -11 | -9 | 1.6 | 2 | -3 | -5
CCN1C(=O)CSC1=NC1C2CC3CC(C2)CC1C3 (stereo not drawn) | 15 | 6 | 13 | -5 | 7 | 0.9 | 12 | -5 | 1
CCc1ccc(C(=O)N2CCN(c3ccc(F)cc3)CC2)s1 | -13 | 1 | -9 | -1 | 10 | 0.9 | 9 | 2 | -5
COC(=O)c1ccc(Oc2nc(Nc3ccc(C)c(C)c3)nc(N(C)C)n2)cc1 | 1 | -15 | -12 | 13 | -17 | 1.5 | 10 | -1 | -3
CCOC(=O)c1cnc2c(c(C)nn2C)c1Oc1ccc(Cl)cc1 | -57 | 13 | -17 | -11 | 1 | 1.6 | 18 | 9 | 3
CC(C)Oc1ccc(NC(=O)c2ccncc2)cc1 | 0 | 5 | 12 | -2 | -1 | 0.9 | -1 | 0 | -4
CCn1cc(Br)c(C(=O)Nc2ccc(F)c(Cl)c2)n1 | -6 | x | x | x | -8 | 0.7 | 9 | -1 | x
O=C(CCSc1nnc2scc(-c3ccccc3)n12)NCc1ccc2c(c1)OCO2 | -7 | -5 | -27 | 3 | 3 | 0.9 | -2 | 8 | -3
O=C(NC(=S)Nc1ccc(Oc2ccc(Cl)cc2)cc1)c1ccccc1 | x | -21 | -7 | 21 | -25 | 1 | 1 | 13 | -2
O=C(c1cccc(C(=O)N2CCN(Cc3ccccc3)CC2)c1)N1CCN(Cc2ccccc2)CC1 | 2 | x | x | x | -2 | 1.7 | 14 | -1 | x
O=C(NC1CCCC1)C(c1ccccc1)N(C(=O)c1ccno1)c1ccccc1 (stereo not drawn) | x | 0 | -1 | 3 | x | x | x | x | -8
COc1ccc(-c2nc(-c3ccncc3)no2)cc1OC | 1 | x | x | x | 4 | 1.5 | 3 | -3 | x
CCOC(=O)c1c(NC(=O)CSc2nnc(-c3ccccc3)n2CC)sc(C(C)=O)c1C | 13 | 4 | -12 | -4 | -2 | 1.6 | 17 | -2 | -2
Cc1ccc(N=Cc2ccc(O)cc2O)cc1F | 8 | 1 | -9 | 2 | 9 | 1.2 | 1 | 5 | -6
CCOC(=O)N1CCC(Nc2c(Nc3ccc(C)c(C)c3)c(=O)c2=O)CC1 | -27 | -5 | 17 | 5 | -7 | 1.2 | 0 | 0 | -9
O=C(COC(=O)Cn1cnc2ccccc21)NCCc1ccc(Cl)cc1 | 7 | -9 | -2 | 9 | 10 | 1.1 | 2 | 10 | -2
Cc1[nH]c(=O)[nH]c(=O)c1S(=O)(=O)N1CCOCC1 | 14 | x | x | x | -3 | 1 | 1 | -10 | x
CCOc1cc(C(=O)N2CCN(c3ccc(C(C)=O)cc3)CC2)cc(OCC)c1OCC | 3 | 10 | -3 | -10 | 4 | 1 | 6 | 0 | -2
CN1CCN(S(=O)(=O)c2cccc(C(=O)Nc3nc(-c4ccccc4)cs3)c2)CC1 | 40 | -6 | -2 | 9 | -2 | 1.1 | 13 | 0 | -8
Cc1ccc(S(=O)(=O)N(C)CC(=O)N2CCCc3ccccc32)cc1 | 4 | 1 | -8 | -6 | 8 | 1.1 | 8 | -1 | -3
COC(=O)[C@H](C)NC(=O)Nc1ccc(C)c(C)c1 | -16 | -9 | 13 | 10 | 6 | 1.1 | 1 | -4 | -6
CCN1C(=S)SC(=O)C1=C1C=C(C)N(Cc2ccco2)C(C)=C1 | 10 | x | x | x | -5 | 1 | 38* | -9 | x
O=C(COc1ccc(S(=O)(=O)N2CCc3ccccc32)cc1Cl)NCc1ccccn1 | 9 | -4 | -18 | 5 | -13 | 1.6 | 17 | 4 | -6
O=C(NCc1ccco1)C1CC(=O)N(c2ccc(F)cc2)C1 (stereo not drawn) | 0 | 7 | 16 | -5 | 1 | 1 | 5 | 7 | -5
c1c(C2CCCCC2)n[nH]c1CN1CCCCC1 | -11 | x | x | x | -10 | 1 | -8 | -9 | x
CC(NC(=O)CN1C(=O)NC(Cc2ccccc2)(Cc2ccccc2)C1=O)C12CC3CC(CC(C3)C1)C2 (stereo not drawn) | 4 | 0 | 6 | 3 | -7 | 1.9 | 10 | -7 | -8
CC(Oc1ccc(-c2nccc(-c3ccccn3)n2)cc1)C(=O)NN (stereo not drawn) | -8 | 8 | 1 | -7 | 6 | 1.1 | -4 | -7 | -8
COC(=O)c1oc2ccccc2c1-n1cccc1 | -60 | 2 | -11 | -1 | 6 | 0.8 | -3 | -3 | -2
CCCCc1ccc(NC(=O)C2CCCO2)cc1 (stereo not drawn) | x | -2 | 16 | 1 | 9 | 1.4 | 8 | -5 | -3
COCc1cc(C)c2c(N)c(C#N)sc2n1 | -3 | -4 | -6 | 5 | 1 | 0.9 | 11 | -9 | -7
Cc1ccccc1NC(=O)Cn1cccc1 | -15 | 9 | -8 | -8 | 9 | 1 | 3 | -13 | -11
COc1ccc(-c2ncc3ccccn23)cc1 | -2 | -12 | -14 | 16 | 19 | 1.2 | -4 | 9 | -2
CCn1cc(C(=O)NCc2ccco2)c(=O)c2cc(S(=O)(=O)N3CCCCCC3)ccc21 | 18 | 15 | -13 | -14 | -6 | 1.5 | 15 | 1 | -10
CO/N=C(\Cn1ncc(N2CCCC2)c(Br)c1=O)c1ccc(Cl)cc1 | 19 | 4 | 4 | -1 | -14 | 1.6 | 19 | -15 | -2

Compound activity deposited in PubChem BioAssay by several laboratories.

Rows were taken by chance; any-hit rate near 7.1%.
